Screens deposited in PubChem BioAssay by several laboratories.
SDO1 yeast rescue – sdo1-depleted yeast growth rescue; S. cerevisiae sdo1-depleted JHY4D growth rescue, OD600 30 h; stronger effect = higher value; pdr5 snq2 efflux-pump mutant strain; actives 0.21% (n = 140,000); z-score at 10 µM;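 active = z-score above 3 at both the 24 hr and the 30 hr optical density reads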;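 note: z-score against mean and SD of all compound wells on the same plate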
Insulin prom inh – TRM-6 insulin promoter activity inhibition; TRM-6 cells (human fetal islet line), insulin promoter-eGFP reporter, imaging; reporter expression induced with tamoxifen; inhibition, % at 2 µM; actives 0.9% (n = 130,000); AID 1273;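 active = inhibition above the mean plus 3 SD, with well images judged a real hit on visual review, cut at about 60% in these data, passing the limit was not always enough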
SDO1 yeast rescue Rescue 24 h – second read-out of SDO1 yeast rescue, no call of its own (marks repeat the call); z-score; S. cerevisiae sdo1-depleted JHY4D growth rescue, OD600; measured here: growth rescue at 24 h;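 0 is the plate mean of compound wells and units are plate SD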
Numbers without * were called inactive; / = not tested or not shown; [ ] = another dose, or the depositor's remark. A portion of the library; the hit share may differ from the screen's.

Every second line gives: Insulin prom inh	SDO1 yeast rescue Rescue 24 h	SDO1 yeast rescue
> O=C(CCN1CCc2ccccc2C(c2ccccc2)C1)c1ccc2c(c1)OCCO2 (stereo not drawn)
  31	0.82	0.41
> CCc1[nH]nc2c1C1(CCOC1C)C(C#N)=C(N)O2 (stereo not drawn)
  17	-0.06	0.64
> CCCc1nc(SCc2ccc(Cl)cc2Cl)n[nH]1
  62	-0.94	-1.2
> COc1ccc(C)cc1NC(=O)CC(O)(C(F)(F)F)C(F)(F)F
  /	1.1	0.92
> CCC(Sc1nc2sc(C(=O)OC)c(C)c2c(=O)n1N)C(=O)N(CC)CC (stereo not drawn)
  58	-1.6	-0.87
> O=c1oc(Nc2ccccc2F)nc2ccccc12
  -6	-1.8	-0.38
> O=C(Nc1ccc(F)cc1)c1nc[nH]c1C(=O)Nc1ccccc1[N+](=O)[O-]
  -22	0.36	-0.29
> CCOC(=O)c1c(NC(=O)Cc2cccs2)sc(C(=O)N2CCCCC2)c1C
  -3	-1.2	-1.4
> O=S(=O)(c1ccc(Br)cc1Cl)N1CCN(CCO)CC1
  -20	/	/
> COc1ccc(-c2csc(/C(C#N)=C/Nc3cc4oc5ccccc5c4cc3OC)n2)cc1
  -35	/	/
> CCS(=O)(=O)NC(C)C(c1cccs1)N1CCN(c2ccc(F)cc2)CC1 (stereo not drawn)
  /	-0.59	-1.5
> Cc1nc(C)c(C(=O)N(c2ccc(C)c(C)c2)C(C(=O)NCc2ccco2)c2ccccc2)s1 (stereo not drawn)
  -32	-0.73	-0.22
> O=C(Nc1cccnc1)c1cc(F)c(F)cc1Cl
  -69	/	/
> O=C(CSc1nnc(-c2cccnc2)o1)OC1CCCCC1
  62	-0.92	-0.62
> O=C(Nc1scc(-c2ccccc2)c1C(=O)O)c1ccco1
  -24	1.2	1.7
> O=c1[nH]c(-c2ccccc2)c(-c2ccccc2)[nH]1
  9	0.66	0.49
> c1ccc(CSc2nnc(-c3sccc3-n3cccc3)o2)cc1
  2	-0.77	-0.92
> O=C(NCc1ccco1)c1scc2c1OCCO2
  43	1.1	0.99
> CCN(CC)c1nc(C)c(C(C)=O)cc1C#N
  /	-0.66	-0.87
> CCNS(=O)(=O)c1ccc(OCCNS(C)(=O)=O)cc1
  -186	1	1.1
> CC(C)c1nc(SCC(=O)c2ccccc2)c2c(=O)n(C)c(=O)n(C)c2n1
  /	1.2	-0.15
> Cc1nnc(Sc2nc3c(c(=O)n(C)c(=O)n3C)n2Cc2ccc(Cl)cc2)s1
  21	-0.1	-0.13
> O=c1ccc(/C=C/c2ccccc2)nn1Cc1ccc(Cl)cc1Cl
  /	0.57	-0.22
> CCOCCCNC(=O)c1ccc2c(c1)OCO2
  -279	0.18	0.14
> COc1cccc(C(O)c2nc3ccccc3n2C(C)C)c1 (stereo not drawn)
  18	-1.2	-0.8
> O=S(=O)(NCCc1csc(-c2ccccc2)n1)c1ccc2c(c1)OCCO2
  -93	-0.85	-1.6
> CC(OC(=O)c1cc2sccc2n1C)C(=O)NCC1CCCO1 (stereo not drawn)
  /	2.9	0.16
> O=C(CSc1nnc(-c2ccccc2)o1)Oc1ccc(Br)cc1
  -29	0.48	0.29
> CCOc1ccc(-c2noc(CCCC(N)=O)n2)cc1OC
  -3	0	0.14
> Cn1c(=O)cc(OCC(=O)NCc2cccnc2)c2ccccc21
  -18	1.4	1.4
> O=c1c2ccc(Cl)cc2nc(-c2cccc(C(F)(F)F)c2)n1O
  /	-0.91	-0.85
> Cc1cc(C)c2sc(NNC(=O)C3COc4ccccc4O3)nc2c1 (stereo not drawn)
  -10	-0.42	-1.9
> COc1ccc(OC)c(NC(=O)c2ccc(NC(C)=O)cc2)c1
  -64	1.1	1.1
> O=C(CCC(=O)OCC(=O)c1ccc(F)cc1)NC1CCCCC1
  26	-1.3	-0.28
> O=S(=O)(c1ccccc1)c1nc(Nc2cccc(O)c2)sc1Cl
  -23	-0.26	-0.3
> O=C(NC1=NCCS1)c1cccc(NC(=O)c2ccco2)c1
  -1	1.1	1.2
> CC1CN(c2cc(=O)n(-c3ccc(Cl)cc3)c(=O)[nH]2)CC(C)O1 (stereo not drawn)
  -26	/	/
> O=C(Nc1nc2nc(-c3ccccc3)cc(-c3ccccc3)n2n1)c1ccco1
  9	-0.76	-0.9
> O=C(CCC(=O)N/N=C/c1c[nH]c2ccccc12)NCc1ccccc1
  0	0.28	1.6
> CCn1c(=O)cc(SCC(=O)Nc2ccc(OC)c(OC)c2)c2ccccc21
  23	1.3	0.74
> CCN(CC)S(=O)(=O)c1cccc(-c2nnc(SCCCC(=O)c3ccc(F)cc3)o2)c1
  /	-0.12	-1.1
> CCC(c1nnnn1Cc1ccco1)N(Cc1ccccc1OC)Cc1cc2cc(C)ccc2[nH]c1=O (stereo not drawn)
  /	-1.1	-1.9
> CN(C)c1ccc(C(=O)N2CC(=O)N(CCc3ccccc3)C(=O)C2)cc1
  32	-0.36	-0.27
> CNC(=O)c1nnc(Cc2ccc(Cl)cc2)o1
  /	-0.2	0.19
> CCOC(=O)CSc1nnc(CCc2nc3ccccc3[nH]2)n1C
  -13	0.33	0.73
> CCCC(=O)Nc1ccc2nc(SCC(=O)Nc3ccc(N4CCOCC4)c(Cl)c3)sc2c1
  /	-0.78	-1.6
> CCC(C)(C)n1nnnc1C(c1ccc(OC)c(OC)c1)N1CCN(c2ccc(OC)cc2)CC1 (stereo not drawn)
  /	0.2	-0.1
> COc1ccc(CCN2C(=O)CC(NNC(=O)c3ccccc3Br)C2=O)cc1 (stereo not drawn)
  -22	1.5	1.3
> Cc1ccc2c(c1)Oc1ccc(NC(=O)CCl)cc1C(=O)N2
  -200	/	/
> O=C(CSc1ccccc1)Nc1cc(Cl)ccc1Oc1ccccc1
  /	-0.67	-0.06
> CC(C)CC1=NN(C(=O)c2ccncc2)C(O)(C(F)(F)F)C1 (stereo not drawn)
  21	0.56	0.56
> CN(CC(=O)NC1CCCCCCC1)S(=O)(=O)c1cccc2cccnc12
  /	-0.57	-0.64
> CCOc1cc(S(=O)(=O)N2CCN(c3ccc(F)cc3)CC2)c(OCC)cc1-n1cnnn1
  27	-0.1	-1.1
> CC1Cc2ccccc2N1C(=O)Cn1c(=O)oc2cc(S(=O)(=O)NC3CCCC3)ccc21 (stereo not drawn)
  /	1.1	0.94
> CCN(C(=O)CCS(=O)(=O)c1ccc(Br)cc1)c1ccc2c(c1)OCO2
  /	-0.44	-0.56
> O=C(CN1C(=O)c2cccc3cccc(c23)C1=O)N1CCN(Cc2ccc3c(c2)OCO3)CC1
  /	0.09	0.32
> COc1ccc(-n2c(SCCC(=O)O)nnc2-c2ccncc2)cc1
  81*	-0.21	0.08
> CCNC(=O)COc1cccc(C(=O)NCc2ccccc2)c1
  11	1.4	1.3
> CCOc1ccc(N2C(=O)CC(n3nc(C)cc3C)C2=O)cc1 (stereo not drawn)
  -25	0.83	0.75
> COc1cc(/C=N/Nc2nncn2/N=C/c2ccc(O)c(OC)c2)ccc1O
  0	/	/

Quoted at random: 2 entries already listed, in no set order.
Every second line gives: Insulin prom inh	SDO1 yeast rescue Rescue 24 h	SDO1 yeast rescue
> CC1CN(c2cc(=O)n(-c3ccc(Cl)cc3)c(=O)[nH]2)CC(C)O1 (stereo not drawn)
  -26	/	/
> COc1ccc(OC)c(NC(=O)c2ccc(NC(C)=O)cc2)c1
  -64	1.1	1.1

More compounds
Every second line gives: Insulin prom inh	SDO1 yeast rescue Rescue 24 h	SDO1 yeast rescue
> Brc1ccc(-c2nnc3n2-c2ccccc2CC3)cc1
  /	0.08	0.47
> CCCN(CCC)CCNC(=O)C1CC(=O)N(c2ccc(OC)cc2)C1c1ccc(OC)cc1 (stereo not drawn)
  -47	0.21	0.63
> CC(C)c1ccc(C(=O)NCCCN2CCN(CCCNC(=O)c3ccc(C(C)C)cc3)CC2)cc1
  -5	0.4	-0.04
> CC(C(=O)NC1CC1)c1ncc(C(F)(F)F)cc1Cl (stereo not drawn)
  35	/	/
> Cc1cccc(OCC(=O)Nc2ccc(N3CCCC3)cc2)c1C
  /	-0.05	-0.12
> O=c1cc(O)c(-c2ccc(Cl)c(Cl)c2)c(Cl)[nH]1
  -8	/	/
> N#Cc1ccccc1NC(=O)c1cccc(COc2ccc(Cl)cc2Cl)c1
  4	1.2	0.17
> Cc1ccc2c(c1)c(-c1ccccc1)nc1nncn12
  /	1	0.73
> O=S(=O)(/N=C(\c1ccc(Cl)cc1)N1CCOCC1)c1ccccc1
  12	-0.88	0.07
> COc1ccc(C)cc1-n1nnnc1SCC(=O)c1cc(C)n(Cc2ccco2)c1C
  /	-0.68	-0.18
> COc1ccccc1NC(=O)CN1CCN(CC(=O)Nc2cc(NC(C)=O)ccc2OC)CC1
  64	-0.51	-0.22
> CCc1cccc(OCC(=O)Nc2ccc(S(=O)(=O)Nc3onc(C)c3C)cc2)c1
  /	-1.1	-0.39
> CCN(CC)C(=O)CSc1nnc(-c2ccco2)n1Cc1ccco1
  30	-0.34	0.29
> CCOc1ccc(CNC(=O)C2CCN(S(=O)(=O)CC)CC2)cc1OC
  18	-0.35	-0.03
> Cc1ccc(-c2n[nH]c(=S)n2/N=C/c2ccc(C)o2)cc1
  /	-0.36	-0.5
> CC(C)(C)NC(=O)C1CC(=O)OC1(C)C (stereo not drawn)
  -106	0.81	1
> CCOC(=O)c1oc2ccccc2c1NC(=O)c1ccccc1OC
  0	-1.2	-2.1
> Cc1noc(NC(=O)c2ccc(Cl)c(Cl)c2)c1Cl
  26	/	/
> CCOCCSc1nnc2nc(C)cc(C)n12
  -465	0.92	1.3
> COC(=O)c1ccc(Sc2ccc(F)cc2)c(N)c1
  6	-0.58	-0.36
> COc1cc(NC(=O)Cc2ccc(F)cc2)cc(OC)c1OC
  -7	/	/
> CCOc1cc(S(=O)(=O)N(CC)CC)c(OCC)cc1-n1cnnn1
  -23	-0.24	-0.09
> CN1C(=O)C2(c3ccccc31)C1CCCC=C1C(C#N)=C(N)C2(C#N)C#N (stereo not drawn)
  18	-0.86	-0.21
> CN(C)/C=C(\C(=O)c1ccc(F)cc1F)c1nnnn1-c1ccccc1
  58	-0.41	0.53
> Cc1ccc(N(CN2C(=O)C3CC=CCC3C2=O)C(=O)c2ccco2)cc1Cl (stereo not drawn)
  /	-0.79	-0.34
> CCn1c(SCCC(=O)Nc2ccccc2)nnc1-c1ccc(OC)cc1
  -36	-0.53	-0.24
> CC(=O)N1CCc2cc(S(=O)(=O)NCCC(=O)Nc3cccc(C)c3C)ccc21
  /	2.7	2.7
> C=C1c2cc(OC)ccc2NC(=O)N1CC
  11	0.02	0.65
> COc1ccc(CCN2C(=O)CC(NNC(=O)c3ccccc3Br)C2=O)cc1OC (stereo not drawn)
  24	-0.35	0.31
> CN(C)S(=O)(=O)N1CCN(S(=O)(=O)c2ccc3ccccc3c2)CC1
  -12	0.15	0.36
> Cc1nc2scc(-c3ccccc3)c2c(=O)n1N
  /	0.9	0.51
> C=CCn1c(COc2ccccc2)nnc1SCc1ccc(C#N)cc1
  /	-1.3	-1.6
> Cc1ccc(C)c(CN2CCNC2=O)c1
  -11	-0.36	-0.09[22 µM]
> C1=Nc2ccccc2CN1c1ccccc1
  -19	0.43	0.7
> O=S(=O)(NCC1CC1)c1cccc(S(=O)(=O)N2CCCC2)c1
  /	1.1	0.93
> CC1CCN(Cc2nc(-c3ccccc3)no2)CC1
  /	-0.59	0.08[11.9 µM]
> COc1cc(/C=C/c2cc(C(=O)O)c3ccccc3n2)cc(OC)c1O
  -18	/	/
> COc1cccc(CNC(=O)C2CCN(S(=O)(=O)c3cccc4cccnc34)CC2)c1
  15	0.64	0.36
> Cc1cc(NC(=O)CSc2nc3c(c(=O)n(C)c(=O)n3C)n2C(C)C)no1
  /	0.05	-1.1
> COc1ccc(NC(=O)CSc2nc(N)c(-c3ccccc3)c(=O)[nH]2)cc1
  /	0.29	0.36

Whole records, looked up by structure. Values in the order: Insulin prom inh	SDO1 yeast rescue Rescue 24 h	SDO1 yeast rescue
`O=c1oc(Nc2ccccc2F)nc2ccccc12` as listed: -6	-1.8	-0.38
`CN(C)S(=O)(=O)N1CCN(S(=O)(=O)c2ccc3ccccc3c2)CC1` as listed: -12	0.15	0.36
`O=c1c2ccc(Cl)cc2nc(-c2cccc(C(F)(F)F)c2)n1O` as listed: /	-0.91	-0.85
`CC(C)(C)NC(=O)C1CC(=O)OC1(C)C` (stereo not drawn) as listed: -106	0.81	1
`COc1cc(NC(=O)Cc2ccc(F)cc2)cc(OC)c1OC` as listed: -7	/	/

The results go on.
Every second line gives: Insulin prom inh	SDO1 yeast rescue Rescue 24 h	SDO1 yeast rescue
> CC1CCCCN1C(=O)COc1ccccc1F (stereo not drawn)
  0	/	/
> Cc1ccc(NC(=O)Cc2nn(C)c(=O)c3ccccc23)cc1F
  17	0.44	0.48
> COc1ccccc1Nc1nc(N)nc(-c2cc3ccccc3o2)n1
  43	-1.5	-2.2
> COc1ccc(C(C#N)C2(C)OCCO2)cc1OC (stereo not drawn)
  50	0.59	1.1
> Cn1c(OCc2ccco2)nc2c1c(=O)n(Cc1ccc(Cl)c(Cl)c1)c(=O)n2C
  28	-0.23	-0.03
> CCn1c2ccccc2c2nc3cc(OC)c(OC)cc3nc21
  /	-0.52	-0.89
> COc1ccc(C(C#N)N2CCOCC2)cc1 (stereo not drawn)
  -170	-0.64	-0.38
> CCCNc1cc(C)oc(=O)c1C(=O)CC
  56	/	/
> CCOC(=O)c1[nH]c2ccccc2c1N=CN(C)C
  -184	/	/
